# From PubChem BioAssay
# Shn3 3UTR inh: reduction of Shn3 3'UTR firefly luciferase signal, primary screen, Schnurri-3 inhibitor project, cell-based, Clone20 osteoblasts, set 2; Clone20 osteoblast Shn3 3'UTR firefly luciferase, 24 h; AID 588674, 2011; 360,000 tested, 0.52% active; inhibition, % at 12.5 µM;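 active = mean inhibition of at least 75% with every replicate also reaching 75%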;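 also: 0% = median of neutral control wells and 100% = pilot-screen positive control compound; some compounds past the cut are filed as inactive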
# aDG glyco up: activators of alpha-DG glycosylation, primary screen, uHTS, Pro5-aDG cells, AlphaScreen; alpha-DG glycosylation AlphaScreen (IIH6); 0% Pro5, 100% B10-LARGE cell signal; activation, % at 10 µM; 360,000 tested, 0.22% active;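 active = activation of at least 8% versus controls, or a plate z-score of at least 8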;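 also: Pro5 are CHO cells carrying HIG-tagged alpha-DG that lacks glycosylation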
# Peg3 promoter: Peg3 promoter-driven luciferase inhibitors, primary screen, cell-based, HeLa, luciferase luminescence. HeLa PEG-Prom luciferase reporter, overnight. 360,000 tested, 1.7% active. AID 588405, 2011. inhibition, % at 20 µM;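 active = inhibition of at least 50% at 20 µM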
# KKLEB tox: cytotoxicity in KKLEB CF airway cells, primary screen, cytotoxicity control for CF NF-kB inhibitor project, cell-based, uHTS, fluorescence assay plates; activity change (cytotoxicity), % at 5 µM; 360,000 tested, 0.36% active; KKLEB CF airway cells viability, ATPlite luminescence, overnight; hits give low values; cells stimulated with P. aeruginosa culture filtrate; AID 602141, 2011;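 active = corrected activity change at or below -50% at 5 µM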
# TWEAK-Fn14 inh: inhibitors of TWEAK-Fn14 signaling, primary screen, luciferase reporter cells, uHTS. TWEAK-stimulated Fn14 reporter cells, luciferase luminescence, 8 h. inhibition, % at 10 µM. 360,000 tested, 2% active; in the data active = inhibition above about 50%
# hiPSC survival: enhancers of single-cell hiPSC survival, primary screen, ATPlite luminescence | 360,000 tested, 0.044% active | AID 602274, 2012 | survival enhancement, % at 20 µM | 100% = ROCK inhibitor wells, 0% = DMSO; in the data active = survival enhancement above about 18%;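 also: cells exposed to compounds for 16 hours before the ATP read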
# NR2E3 ag-1: inhibitors of NR2E3-RetCOR corepressor binding, primary screen, NR2E3 agonist project, biochemical, TR-FRET, GST-NR2E3, biotin-RetCOR. 1536-well. inhibition of corepressor binding, % at 4.78 µM. 320,000 tested, 0.12% active. AID 2300, 2010;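 active = percent inhibition above the cutoff of mean plus 3 SD of all tested compounds, set per screening campaign, cut at about 20% in these data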;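 also: 0% = DMSO wells and 100% = biotin wells as full block of FRET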
# Target sequence (Q9Y5X4 whole entry, looked up): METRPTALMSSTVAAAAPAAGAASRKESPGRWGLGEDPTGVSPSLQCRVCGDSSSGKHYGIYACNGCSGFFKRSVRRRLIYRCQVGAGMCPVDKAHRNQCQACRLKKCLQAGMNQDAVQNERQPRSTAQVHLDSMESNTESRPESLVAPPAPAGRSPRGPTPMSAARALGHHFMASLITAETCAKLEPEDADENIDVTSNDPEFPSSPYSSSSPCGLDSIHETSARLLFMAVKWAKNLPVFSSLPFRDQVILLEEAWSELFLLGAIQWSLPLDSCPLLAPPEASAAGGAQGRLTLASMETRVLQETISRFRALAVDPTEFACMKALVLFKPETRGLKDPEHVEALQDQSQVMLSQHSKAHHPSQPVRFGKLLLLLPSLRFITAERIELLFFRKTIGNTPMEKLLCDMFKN
#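 Assay system: NR2E3–RetCOR corepressor complex. Quantity: 1.35 nM GST-NR2E3. Buffer or medium: pH 7.5 Tris-based buffer. Reagent: biotinylated RetCOR corepressor at 7 nM final. Schedule: 5 h at 4 °C. Detection: TR-FRET, emission read at 617 and 671 nm. Replicates: one well per compound, singlicate testing.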
# NR2E3 ag-2: NR2E3 agonists in two-hybrid cells, primary screen, cell-based, luminescence, CHO-S, Gal4-NCOR/VP16-NR2E3; Photoreceptor-specific nuclear receptor (Homo sapiens), Q9Y5X4; luciferase; inhibition of corepressor binding, % at 3.98 µM; 360,000 tested, 0.35% active; AID 602229, 2012;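 active = inhibition above the mean of all tested compounds plus 3 SD, cut at about 70% in these data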;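 also: 0% = DMSO with NR2E3 transfected cells and 100% = cells lacking NR2E3 construct; higher means lower luciferase signal from less NR2E3 corepressor binding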
# MITF TRPM1 inh: inhibitors of MITF-dependent TRPM1 promoter reporter, primary screen, cell-based, SK-MEL-5, single point, luciferase; SK-MEL-5 TRPM1 promoter luciferase, 24 h; inhibition, % at 12.5 µM; 330,000 tested, 0.83% active; AID 488899, 2010;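 active = mean inhibition across replicates of 60% or more, whatever share of single replicates reaches that level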; also: values of inactives mirror those of a sister screen read the other way
# CF NFkB block: inhibitors of PAF-induced NF-kB signaling, primary screen, cell-based, GFP fluorescence, uHTS | KKLEB NF-kB-GFP reporter, GFP fluorescence overnight | inhibition, % at 5 µM | 360,000 tested, 0.86% active | AID 588850, 2011;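 active = at least 50% inhibition at 5 µM, scaled per plate between neutral and stimulator controls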;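 also: PAF is a Pseudomonas aeruginosa culture filtrate used as stimulus; plate controls were PAF-stimulated DMSO wells for no effect and unstimulated DMSO wells for full effect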
# HIF-2a block: HIF-2a reporter inhibitors, primary screen, luminescence, 786-0 RCC cells | 786-0 RCC cells HIF-2a reporter, luciferase luminescence, overnight | inhibition, % at 18.8 µM | 360,000 tested, 0.72% active | AID 624352, 2012;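 active = inhibition of the luminescence signal of 40% or more relative to plate controls, in a single-dose primary screen at 18.75 µM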
# * hit, by the source's call; nt = not tested or not shown; & = joins results of further samples.
SMILES,Shn3 3UTR inh,aDG glyco up,Peg3 promoter,KKLEB tox,TWEAK-Fn14 inh,hiPSC survival,NR2E3 ag-1,NR2E3 ag-2,MITF TRPM1 inh,CF NFkB block,HIF-2a block
COc1ccc(S(=O)(=O)N2CCC(C(=O)NC3CC3)CC2)cc1OC,-14,-0.1,12,-5,-8,-0.4,0,-5,-8,-7,0
CC(NC(=O)CCc1ccc(S(=O)(=O)NC2CCCCC2)cc1)c1ccccc1 (centres undefined),18,0.0,16,3,13,1.5,3,-25,6,2,8
Cc1ccc2ncccc2c1,7,-0.1,-3,-9,1,-0.7,-1,-19,0,10,11
CC1CC(C)CN(C(=O)CSc2ncnc3sccc23)C1 (centres undefined),5,0.1,-20,-4,-15,5.3,1,-11,-10,2,-52
CCc1ccc(-c2cc(C)no2)cc1S(=O)(=O)Nc1cccc(CN2CCCC2)c1,-10,0.4,-7,-8,22,1.8,4,1,0,-1,15
COC(=O)c1cc(NC(=O)CSc2ncn[nH]2)ccc1Cl,23,-0.3,6,8,5,-0.3,nt,-13,-21,10,11
O=C(NCc1ccco1)C1CC(c2ccc(Cl)cc2)=NO1 (centres undefined),2,-0.1,-34,-7,15,-0.1,0,-49,-4,-10,-66
O=C(CSc1ncnc2c1oc1ccccc12)Nc1nccs1,-51,0.0,3,0,-31,0.5,0,-4,nt,-18,12
CN(C)c1ccc(CNc2ncn[nH]2)cc1,-17,-0.1,11,3,7,-0.3,0,-27,-12,-15,13
COC(=O)Cc1c(C)c2ccc(OCC(=O)N(C)C)cc2oc1=O,-18,0.1,-3,-12,-7,3.6,-1,9,-15,3,-11
O=C(NCc1ccco1)c1ccc(CS(=O)Cc2cccc(Cl)c2)o1 (centres undefined),-16,0.0,23,11,32,-0.5,5,24,0,-7,12
CC(C)CN(C(=O)c1cccc(Cl)c1)c1c(N)n(CC(C)C)c(=O)[nH]c1=O,-1,0.0,-22,-2,11,-0.7,1,-40,-2,15,-15
CC(C)CN1CCN(Cc2ccc(CN3CCCCC3)s2)CC1CCO (centres undefined),3,0.2,-10,10,-10,0.1,6,-11,-13,12,-2
Cc1cc(C(=O)COC(=O)CCc2nc3ccccc3s2)c(C)n1C,-9,-0.1,-1,5,-6,0.3,-1,12,2,2,21
Fc1ccc(CSc2ccc(-c3cccs3)nn2)cc1,-11,-0.1,-228,-4,-45,-1.6,1,-53,-34,-4,-220
COc1ccc(/C=C2\SC(=S)N(CCCC(=O)Nc3ccc(C(=O)O)cc3)C2=O)cc1OC,-22,-0.2,7,11,-22,-0.2,4,-9,-1,5,3
C[C@H](CO)N1C[C@H](C)[C@@H](CN(C)CC2CCCCC2)Oc2ccc(NC(=O)CCN3CCOCC3)cc2C1=O,-13,-0.5,-9,-6,4,1.4,nt,7,-13,18,1
CC(=O)Nc1ccc(S(=O)(=O)N2CCC(N3CCCCC3)CC2)cc1,-8,-0.1,12,-14,8,0.2,-2,-6,-6,-8,14
O=C(NCc1cccc(Cl)c1)c1ccc(-n2cncn2)c2ccoc12,-8,0.7,-21,-10,4,0.6,nt,3,nt,4,-17
CCc1noc(C)c1C(=O)Nc1nc2ccc(S(C)(=O)=O)cc2s1,-35,-0.4,-79,-19,-21,0.1,-3,-21,-23,6,-82

# Three entries already listed, sorted by the number in Shn3 3UTR inh, descending.
molecule,Shn3 3UTR inh,aDG glyco up,Peg3 promoter,TWEAK-Fn14 inh,NR2E3 ag-1,NR2E3 ag-2,MITF TRPM1 inh,CF NFkB block,HIF-2a block
COC(=O)c1cc(NC(=O)CSc2ncn[nH]2)ccc1Cl,23,-0.3,6,5,nt,-13,-21,10,11
CC(C)CN1CCN(Cc2ccc(CN3CCCCC3)s2)CC1CCO (centres undefined),3,0.2,-10,-10,6,-11,-13,12,-2
Cc1cc(C(=O)COC(=O)CCc2nc3ccccc3s2)c(C)n1C,-9,-0.1,-1,-6,-1,12,2,2,21

# Next section.
SMILES,Shn3 3UTR inh,aDG glyco up,Peg3 promoter,KKLEB tox,TWEAK-Fn14 inh,hiPSC survival,NR2E3 ag-1,NR2E3 ag-2,MITF TRPM1 inh,CF NFkB block,HIF-2a block
CC1=CC(C)(C)n2c(O)c(N=NC(N)=S)c3cc(C)cc1c32,-6,-0.8,14,-13,-3,-2.2,-3,1,7,7,12
C=CCn1cc(/C=N/N2C(=O)C3C4C=CC(C4)C3C2=O)c2ccccc21 (centres undefined),-4,-0.3,-12,-23,-1,-1.5,-1,-7,-1,12,-2
COc1ccc(C(=O)CC(c2ccccc2)C2C(=O)CCCC2=O)cc1 (centres undefined),-3,-0.2,-5,6,-2,2.2,1,-10,-4,5,-8
CCN(CC)c1ccc(NC(=O)c2nc3nc(C)cc(C(F)F)n3n2)cc1,-22,-0.2,-18,-2,-37,-1.6,-1,-32,-5,-10,-19
COc1ccc(C(=O)N/N=C(\C)CC(=O)Nc2ccc(N(C)C)cc2)c(OC)c1,2,0.0,-16,6,5,-0.4,-1,-20,-5,-5,-25
O=C1NC(=O)c2cc(NC(=O)C3CCCO3)ccc21 (centres undefined),14,-0.2,0,-2,5,8.6,-3,6,5,-12,6
N#C/C(=C\c1ccc(OCc2ccc(Cl)cc2)cc1)C(=O)Nc1cccc(C(=O)O)c1,-79,-0.1,-223,15,14,-0.5,0,-47,-70,-10,-15
N#Cc1cccc(NC(=O)CSc2nnc(C3CC3)n2C2CC2)c1,-4,0.3,-28,-9,0,1.2,3,-12,-23,15,-24
CC1=NN2C(=N)/C(=C\c3cc(C)n(-c4cccc(C)c4)c3C)C(=O)N=C2S1,9,-0.2,-1,-6,-23,-0.4,0,3,-11,12,7
Cc1ccc(NC(=O)CN2C(=O)CSc3ccc(S(=O)(=O)N4CCCCC4)cc32)cc1,3,-0.1,19,-19,6,-0.7,1,-14,10,8,13
CCCCOc1ccc(C2(C)CC(=O)NC2=O)cc1 (centres undefined),-29,0.0,-76,0,-18,3.9,3,4,-19,2,-121
Fc1ccc(-c2nnc(CSc3nnc(-c4cccs4)o3)o2)cc1,1,0.0,-31,-6,0,0.2,-2,-6,-4,5,-47
O=C(COC(=O)c1ccccc1)Nc1ccccc1N1CCOCC1,7,0.0,6,-2,0,-0.8,1,-15,-2,14,6
Cc1cc2cc(CCNC(=O)c3ccc(S(=O)(=O)N4CCOCC4)cc3)c(=O)[nH]c2cc1C,7,-0.5,26,9,40,2.1,1,-13,13,-11,16
O=C(Nc1ccccc1Br)C1CC(=O)N(c2ccc3c4c(cccc24)CC3)C1 (centres undefined),-38,-0.3,22,-14,9,-1.5,-2,18,-12,27,11
CCCS(=O)(=O)N1CCCC(C(=O)N2CCN(C(=O)OCC)CC2)C1 (centres undefined),-15,1.0,10,-2,8,4.7,2,-4,-3,-3,5
COc1c(C)cc(C(=O)C2CCCN(C(=O)c3snnc3C)C2)cc1C (centres undefined),-1,-0.2,5,2,6,-0.5,4,8,1,5,12
COc1cc(C)cc2oc(=O)c(CC(=O)N3CCN(C(=O)C4COc5ccccc5O4)CC3)c(C)c12 (centres undefined),15,0.0,28,-8,8,-0.1,1,-2,10,-2,1
Clc1ccccc1-c1nc(-c2ccncc2)no1,-55&-49,0.2&0.1,-220,1&-5,10&-27,0.5&-0.4,0&-1,-122&-121,-35&-69,-2&-8,-310
C=C(C)CSc1nc2c(c(=O)[nH]c(=O)n2C)n1CCC(C)C,11,0.1,9,-21,8,-1.8,3,-36,-3,8,7

# Entries listed so far that have a COOH group, in the order listed:
SMILES,Shn3 3UTR inh,aDG glyco up,Peg3 promoter,KKLEB tox,TWEAK-Fn14 inh,hiPSC survival,NR2E3 ag-1,NR2E3 ag-2,MITF TRPM1 inh,CF NFkB block,HIF-2a block
COc1ccc(/C=C2\SC(=S)N(CCCC(=O)Nc3ccc(C(=O)O)cc3)C2=O)cc1OC,-22,-0.2,7,11,-22,-0.2,4,-9,-1,5,3
N#C/C(=C\c1ccc(OCc2ccc(Cl)cc2)cc1)C(=O)Nc1cccc(C(=O)O)c1,-79,-0.1,-223,15,14,-0.5,0,-47,-70,-10,-15

# Single entries from the results shown:
# `Cc1cc2cc(CCNC(=O)c3ccc(S(=O)(=O)N4CCOCC4)cc3)c(=O)[nH]c2cc1C` in Shn3 3UTR inh: 7
# `N#Cc1cccc(NC(=O)CSc2nnc(C3CC3)n2C2CC2)c1` in Peg3 promoter: -28

# Next part:
SMILES,Shn3 3UTR inh,aDG glyco up,Peg3 promoter,KKLEB tox,TWEAK-Fn14 inh,hiPSC survival,NR2E3 ag-1,NR2E3 ag-2,MITF TRPM1 inh,CF NFkB block,HIF-2a block
Cc1cccnc1CN1CCN(Cc2nc(C(c3ccccc3)c3ccccc3)no2)CC1,nt,0.2,9,11,-2,1.4,-2,14,12,-5,4
Cc1nc(N)sc1-c1ccccc1,-3,-0.3,-26,-2,11,3.9,nt,-34,-1,4,-48
COc1ccc(C(=O)N/N=C(\C)CC(=O)Nc2cccc(C(F)(F)F)c2)cc1,-18,-0.2,9,-2,14,1.3,-1,4,5,-11,15
O=C(Nc1nnc(Cc2ccccc2)s1)Nc1ccccc1F,-16,0.0,-51,-6,-30,-0.1,-2,-66,-57,20,-107
COc1ccc(C2C3=C(CC(c4ccco4)CC3=O)Nc3ccccc3N2C(C)=O)cc1 (centres undefined),5,-0.4,13,13,-18,1.7,-4,15,1,-8,-13
CCCN1CCC2(CC1)C(C#N)=C(N)Oc1c2sc2nc(C)cc(C)c12,-32,0.4,-71,-8,-26,0.6,-3,-14,-6,3,-56
CC[C@@]1(C(=O)OC)N[C@H](CN(C)S(=O)(=O)c2ccc(OC(F)(F)F)cc2)[C@@H]2C(=O)N(C)C(=O)[C@@H]21,12,-0.1,-3,0,1,-1.8,nt,1,1,-19,2
